mHTT-CaM PPI inh – mHTT-calmodulin interaction abrogation; P42858; AlphaScreen His-mHTT/GST-CaM binding, luminescence; inhibition, % at 15 µM; 190,000 tested, 3.6% active;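 further: 0% = both proteins with DMSO and 100% = one protein alone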
Pf apPOL inh – Pf-apPOL DNA polymerase inhibition; Recombinant Pf-apPOL, molecular beacon fluorescence, 1.5 h; inhibition, % at 10 µM; 210,000 tested, 0.25% active; AID 1794808
An asterisk follows results filed as active; i = inactive; · = not tested or not shown; & = joins results of further samples. No stated cut-off is given here; in the data, active means inhibition above about 50%; inactive means the rest. Some of the compounds tested; the hit share may differ from the screen's.

SMILES | mHTT-CaM PPI inh | Pf apPOL inh
CNC(=O)c1cc2c(C)nn(-c3cccc(F)c3)c2s1 | 3 | -2
O=C(OCC#Cc1cc(C(F)(F)F)cc(C(F)(F)F)c1)c1ccc([N+](=O)[O-])cc1 | · | -10
O=C(NCCO)C(O)(c1ccc(Cl)cc1)c1ccc(Cl)cc1 | -14 | 0
O=C(CSc1ccccn1)Nc1cc(NC(=O)CSc2ccccn2)cc(C(=O)O)c1 | 13 | 0
COc1ccc(C2=NN(C(=O)CCC(=O)O)C(c3cc4cc(OC)ccc4nc3Cl)C2)cc1 (centres undefined) | -6 | -8
N#CC1=C(N)N2CCSC2=C(C#N)C1c1ccccc1 (centres undefined) | 3 | -4
COc1cccc(CNC(=O)C2CCCN(c3nccc4sccc34)C2)c1 (centres undefined) | 2 | -3
O=C(Nc1ccc(OC(F)(F)F)cc1)Nc1cccc(C(=O)O)c1 | · | -20
COc1cc(OC)cc(C(=O)N2CCC3(CC2)CC(=O)c2ccccc2O3)c1 | 5 | -6
COc1ccc(CNCCS(=O)(=O)NN2CCOCC2)cc1 | -3 | 5
O=C1OC(c2ccccc2F)=N/C1=C/c1coc2ccccc2c1=O | -24 | -3
CCN(CC)S(=O)(=O)c1ccc(C(=O)N=c2sc3cccc(Cl)c3n2C)cc1 | -3 | -3
c1ccc(NC2=Nc3ccccc3CC2)cc1 | -8 | 0
COc1cc(OC)cc(-n2nc(C(=O)NCc3ccc(F)cc3)c3ccccc3c2=O)c1 | 13 | 5
COc1ccc(CCNC(=O)N2CCC(c3nnc(C4CC4)s3)CC2)cc1 | -7 | -11
COc1cccc(CNC(=O)c2cnn3c4c(cnc23)CCCC4)c1 | 12 | -2
CC1CC(=O)C2=C(C1)OC(N)=C(C#N)C2c1cccs1 (centres undefined) | 0 | -2
CC(C)n1c(SCc2c(F)cccc2Cl)nc2cc(Cl)ccc21 | · | -10
Cc1cc(Br)ccc1NC(=O)c1ccc(NC(=O)C(C)(C)C)cc1 | -4 | 5
O=C(Nc1cc(-c2ccco2)nn1CCO)c1cnccn1 | 92* | -1
CCN1CCN(C(=O)Cn2c(C)csc2=NC(=O)c2ccccc2F)CC1 | 6 | -4
CCn1c(=N)n(CC(O)c2ccco2)c2ccccc21 (centres undefined) | 1 | 0
Cc1nc(S(=O)(=O)c2ccccc2)c(N(C)C)o1 | 2 | -26
COc1cc(Br)cc(CN2CCN(CCO)CC2)c1O | 1 | -4
COc1cccc(/C=C2\N=C(c3cc(OC)c(OC)c(OC)c3)OC2=O)c1 | -2 | -2
Cc1cc(F)ccc1NC(=O)c1csc2c1CCC(C)C2 (centres undefined) | -6 | -1
CCOc1cc(C2Nc3ccccc3-c3nnc(SC)nc3O2)cc(Cl)c1O (centres undefined) | -6 | -1
O=C(Nc1ccc(F)cc1)C1CCN(c2cc(N3CCCCC3)ncn2)CC1 | 14 | -5
Cc1ccc(C)c(NC(=O)N2CC(C)C(c3nc(-c4ccncc4)no3)C2)c1 (centres undefined) | -4 | -6
CCCCOc1ccc(CSC2=NCCN2)cc1[N+](=O)[O-] | 31 | -5
OC(c1ccccc1)c1cccc(C(F)(F)F)c1 (centres undefined) | -14 | -1
COc1ccc([N+](=O)[O-])cc1C(=O)NCCOc1ccc(Cl)cc1 | -7 | -8
CC1CN(C(=O)NCc2ccco2)CC1c1nc(-c2ccncc2)no1 (centres undefined) | 0 | -4
Cc1ccnc(N2CCC(C(=O)NCCCN3CCN(C)CC3)CC2)n1 | -3 | 3
CC(=O)N(C)c1ccc(NC(=O)c2ccc([N+](=O)[O-])c(C)c2)cc1 | -1 | -12
CC1=C(C#N)C(c2cccc(F)c2)C2=C(CC(c3ccccc3)CC2=O)N1 (centres undefined) | 1 | -7
CCn1cc(C(=O)NCCC2=CCCCC2)c2n[nH]c(=O)c-2c1 | -8 | -24
O=C(NCC1(c2ccc(F)cc2)CC1)C(=O)Nc1ccon1 | -4 | -7
COC(=O)[C@@H](NS(=O)(=O)c1cc(Br)ccc1Br)C(C)C | -6 | -4
O=C(c1ccccc1Cl)N1CCN(c2ccc(F)cc2)CC1 | 3 | 2
CCNC(=O)c1ccc2c(c1)CCN2C(=O)C(C)C | 3 | -4
CC1CC(C)CN(S(=O)(=O)c2ccc(F)c(C(=O)Nc3cccc(Cl)c3Cl)c2)C1 (centres undefined) | -2 | -7
Cc1cc(=O)oc(C)c1C(=O)NCc1c(F)cc(F)cc1F | 16 | -7
O=C(CSc1ccccc1)NCCC1CCN(C(=O)Nc2ccccc2)CC1 | 1 | -1
O=[N+]([O-])c1ccc(N2CCOCC2)c(CO)c1 | · | -1
O=C(Cc1cccs1)N1CCCC1c1cccc(F)c1 (centres undefined) | 18 | -2
O=C(Cc1ccc([N+](=O)[O-])cc1)Nc1ccc(F)c(F)c1 | 4 | 2
COc1cccc(/C=C2/SC(=Nc3ccc(C)cc3)N(C)C2=O)c1OC | -2 | -7
c1ccn(-c2nnc(C3CC3)s2)c1 | · | -10
CC(C)Cc1ccc(S(=O)(=O)N2CCC(c3nc4cccnc4n3C)C2)cc1 (centres undefined) | 49 | 1
Cc1ccc(NC(=O)c2ccc(-c3cncnc3)nc2)c(Cl)c1 | 14 | 0
Cc1ccc(NC(=O)N2CCC3(CC2)Nc2cc(F)ccc2-n2cccc23)cc1Cl | 77* | 5
O=C(NCc1cccc(Cl)c1)C1CCCN(c2ccncc2)C1 (centres undefined) | 5 | 2
O=C(CSc1nc2ccccc2[nH]1)c1ccc(Cl)c(Cl)c1 | 51* | -4
CCCc1[nH]n(-c2ccc(F)cc2)c(=O)c1C=NC1CC1 | 3 | -2
O=c1oc2c3c(ccc2cc1-c1ccccc1)OCN(CC1CCCO1)C3 (centres undefined) | 13 | -54
CCOc1ccc(C2C(C(=O)c3ccco3)=C(O)C(=O)N2CCCN2CCOCC2)cc1 (centres undefined) | 2 | 0
CN1C(=O)CC(C(=O)Nc2ccc(F)cc2)SC1=Nc1cccc(F)c1 (centres undefined) | 0 | 4
CCCNc1cc(N2CCCC(CCC(=O)Nc3ccccc3C)C2)ncn1 (centres undefined) | 6 | -6
CC1S/C(=N\N=C\c2ccc(O)cc2)NC1=O (centres undefined) | i | ·
The results go on.
SMILES | mHTT-CaM PPI inh | Pf apPOL inh
COc1ccc(NC(=O)c2noc3c2CCCC3)cc1OC | 1 | -3
COc1ccc(NC(=O)c2ccc(OC)c(OC)c2)cc1OC | 6 | -10
Cc1ccc(CNC(=O)C2CCCN(c3cn[nH]c(=O)c3)C2)cc1 (centres undefined) | -10 | 1
CS(=O)(=O)N1CCC(C(=O)N2CCC(COCc3ccccc3)CC2)CC1 | -8 | -10
OCCN=Cc1cc(Cl)cc(Cl)c1O | · | 8
O=C(CN1N=C(c2ccc(Cl)cc2)CCC1=O)NCCCN1CCCCC1 | -1 | -14
CC(C)NC(=O)N1CCCC(c2cccc(C(=O)NCCCN3CCCCC3)c2)C1 (centres undefined) | 25 | -6
COc1ccc(NC(=O)c2nnn(CC(=O)Nc3ccc(C)cc3C)c2N)c(OC)c1 | 24 | -4
COc1cccc(CCC(=O)Nc2ccc3c(c2)CCC(=O)N3C)c1 | -1 | -6
O=C(CSCCOc1ccccc1)NCc1ccncc1 | · | -5
O=C1OC(c2ccccc2[N+](=O)[O-])=N/C1=C/c1ccccc1 | 18 | -4
CC(C)(C)N1C(=O)c2ccc(C(=O)Nc3cccc(C(=O)O)c3)cc2C1=O | 1 | -11
O=C(CN1C(=O)NC(c2cccc(Cl)c2)C2=C1COC2=O)Nc1ccc(F)cc1F (centres undefined) | -3 | -7
O=C(Nc1ccc(O)c(-c2nc3ccccc3s2)c1)c1ccccc1 | -4 | -1
CN1CCN(C(c2cccs2)N2CCN(C)CC2)CC1 | · | 3
COc1cc(OC)c2c(-c3ccccc3)cc(=O)oc2c1C(CC(=O)N1CCCC1)c1ccc(N(C)C)cc1 (centres undefined) | 90* | -9
CC(C)(C)c1ccc(C(=O)Nc2ccc(F)cc2)cc1 | -5 | -1
CC(C)Oc1ccccc1NC(=O)CSc1nnc(-c2cccc(F)c2)n1-c1ccccc1 | -5 | 5
CCN(CC)S(=O)(=O)c1ccc(C(=O)Nc2nnc(-c3ccc(OC)cc3)o2)cc1 | 6 | -7
Cc1ccc(NC(=O)CSc2nc3c(c(=O)n2-c2ccc([N+](=O)[O-])cc2)SCC3)c(C)c1 | 1 | 6
Cc1cccc(CN2C(=O)N(c3cccc(F)c3)c3ncccc3S2(=O)=O)c1 | -1 | -2
CC(C)c1ccc(NC(=S)N(Cc2ccccc2)C(C)C)cc1 | · | 3
CCCN1C(=O)c2ccccc2NC1c1ccc(OC)c(CSc2ccccn2)c1 (centres undefined) | 1 | 1
Cn1ncc(N=Cc2ccc([N+](=O)[O-])cc2)c1C(=O)N1CCOCC1 | 3 | 3
CC(C)(C)OC(=O)CN1CCC(c2nnc(C(F)(F)F)o2)CC1 | -13 | -8
NC(=O)c1cnn(-c2cccc(F)c2)c1-n1cccc1 | 1 | 2
O=C1OC(c2ccc(F)cc2)=C/C1=C\c1ccc(Cl)cc1 | -3 | -1
Cc1cccc(N2CCN(Cc3cc([N+](=O)[O-])ccc3O)CC2)c1C | -1 | 4
Cc1cc(Br)ccc1OCC(=O)NCCN1CCOCC1 | 2 | -2
CCC(=O)N1c2ccccc2-c2nnc(SC)nc2OC1c1ccccc1 (centres undefined) | 13 | -6

15 structures already listed, ordered by length of the SMILES, rising.
SMILES | mHTT-CaM PPI inh | Pf apPOL inh
Cc1cc(Br)ccc1OCC(=O)NCCN1CCOCC1 | 2 | -2
CN1CCN(C(c2cccs2)N2CCN(C)CC2)CC1 | · | 3
CC(C)(C)c1ccc(C(=O)Nc2ccc(F)cc2)cc1 | -5 | -1
CC(C)c1ccc(NC(=S)N(Cc2ccccc2)C(C)C)cc1 | · | 3
O=C1OC(c2ccc(F)cc2)=C/C1=C\c1ccc(Cl)cc1 | -3 | -1
CCC(=O)N1c2ccccc2-c2nnc(SC)nc2OC1c1ccccc1 (centres undefined) | 13 | -6
CC(C)(C)OC(=O)CN1CCC(c2nnc(C(F)(F)F)o2)CC1 | -13 | -8
CCCN1C(=O)c2ccccc2NC1c1ccc(OC)c(CSc2ccccn2)c1 (centres undefined) | 1 | 1
Cc1cccc(N2CCN(Cc3cc([N+](=O)[O-])ccc3O)CC2)c1C | -1 | 4
Cn1ncc(N=Cc2ccc([N+](=O)[O-])cc2)c1C(=O)N1CCOCC1 | 3 | 3
CC(C)Oc1ccccc1NC(=O)CSc1nnc(-c2cccc(F)c2)n1-c1ccccc1 | -5 | 5
O=C(CN1C(=O)NC(c2cccc(Cl)c2)C2=C1COC2=O)Nc1ccc(F)cc1F (centres undefined) | -3 | -7
CCN(CC)S(=O)(=O)c1ccc(C(=O)Nc2nnc(-c3ccc(OC)cc3)o2)cc1 | 6 | -7
Cc1ccc(NC(=O)CSc2nc3c(c(=O)n2-c2ccc([N+](=O)[O-])cc2)SCC3)c(C)c1 | 1 | 6
COc1cc(OC)c2c(-c3ccccc3)cc(=O)oc2c1C(CC(=O)N1CCCC1)c1ccc(N(C)C)cc1 (centres undefined) | 90* | -9

More entries.
SMILES | mHTT-CaM PPI inh | Pf apPOL inh
CCC(C)NC(=O)C1CCN(c2cnc3nccnc3c2)CC1 (centres undefined) | 0 | -4
Nn1cnn2c(SCC(=O)c3ccccc3)nnc12 | 2 | 25
COc1ccccc1OCC(=O)Nc1ccc(S(=O)(=O)N2CCCCCC2)cc1 | -9 | -3
COc1ccc(-c2nnc(N3CCC(C(=O)NC(C)c4cccnc4)CC3)o2)cc1 (centres undefined) | 5 | -2
COc1ccccc1OCCCOc1ccc([N+](=O)[O-])cc1Cl | -8 | -8
CCOC(=O)c1ccc(NC(=S)NN=Cc2ccccc2Cl)cc1 | · | -17
CCOc1ccc(N2CC(c3nc4ccc(C)cc4[nH]3)CC2=O)cc1 (centres undefined) | -5 | -7
CCC1CCCCN1CCCNC(=O)CC(C(=O)N1CCc2ccccc21)n1ccnc1 (centres undefined) | 22 | -12
COC(=O)c1ccc(CSc2ncc(CO)n2Cc2ccc3c(c2)OCO3)cc1 | 10 | -5
O=C1CC(Cc2ccc(Cl)cc2)C(=O)N1c1ncccn1 (centres undefined) | 0 | -2
CC1CCCCC1NC(=O)C1CCN(S(=O)(=O)c2ccc(Br)s2)CC1 (centres undefined) | 1 | -11
CCN(CC)S(=O)(=O)c1ccc(-c2cn3cccnc3n2)cc1 | -2 | -5
Cc1ccc(C2CC(=O)Nc3n[nH]c(C)c32)cc1 (centres undefined) | -5 | 1
COc1cccc(C2CC(c3ccc(C)cc3)=NC3(CCN(C(C)=O)CC3)N2)c1O (centres undefined) | 28 | -4
Cc1nn(-c2ccccc2)cc1C=Nn1c(SCC(=O)c2ccccc2)nnc1-c1ccncc1 | · | 0
COCCNC(=O)CCC(=O)N1CCCn2nc(-c3cccn3C)cc21 | 15 | 1
COc1cccc(C2=NC(C(C)C)NC(c3ccccc3O)C2)c1 (centres undefined) | 30 | -6
CC(NC(=O)C=CC(=O)O)c1ccccc1 (centres undefined) | · | 11&-3
O=C(Nc1ccc(Br)c2cccnc12)c1ccc([N+](=O)[O-])cc1Cl | -2 | -2
COc1ccc(NC(=O)N2CCC(N3CCN(Cc4ccc(F)cc4)C3=O)CC2)cc1 | 5 | -6
Cc1ccn2cc(C(=O)N3CCN(c4ccccc4F)CC3)nc2c1 | -12 | -1
COC[C@H]1CCCN1[C@H]1CS(=O)(=O)N[C@@H]1COCc1ccccc1 | -3 | -4
COc1ccc(NC(=O)c2nnn3c2COC(c2ccc(F)cc2)C3)cc1Cl (centres undefined) | 2 | -4
CCNC(=O)c1cccnc1N1CCNC(c2ccccc2)C1 (centres undefined) | -5 | 2
CC1CCc2cc(F)ccc2N1C(=O)C12CCC(C)(C(=O)C1=O)C2(C)C (centres undefined) | -5 | -4
Cn1c(CC2Sc3ccccc3NC2=O)nnc1SCC(=O)c1ccc(Cl)cc1 (centres undefined) | · | -8&-5
COc1cc(OC)cc(-c2c(Sc3ccccc3)c3cc(-c4cnc(N5CCOCC5)nc4)ccc3n2C)c1 | -9 | 2
O=C(NCCCN1CCCCC1)c1ccc2c(c1)NC(=O)C1CCCCN21 (centres undefined) | 2 | 2
Cc1ccc(C(=O)NCCc2cn(C)c3ncccc23)c(C)c1 | -8 | 1

Screening results: PubChem, University of Kansas High Throughput Screening Laboratory
